CR mimetic SO – caloric restriction mimetics inhibiting age-related superoxide in yeast | AID 2690 | superoxide response (% of plate mean), % at 10 µM | S. cerevisiae aged cells, superoxide DHE fluorescence; active compounds read low | 330,000 compounds, 0.18% hits;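 active means superoxide response under a set limit, about three screen SD below normal, cut at about 65% in these data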;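 further: yeast aged for seven days with compound at 30 °C before DHE staining; 100% = average MFI of all compound-treated wells on the plate with controls excluded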
procasp3 activ – activators of human procaspase-3 | P42574 | recombinant procaspase-3 D3A, Ac-DEVD-pNA absorbance 405 nm | activation, % at 8.5 µM | 330,000 compounds, 0.11% hits | AID 463141;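 active means activation above the mean of all tested compounds plus 3 SD, cut at about 21% in these data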;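 further: 0% = DMSO alone and 100% = DMSO wells spiked with extra 5 µM PC-3 D3A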
Target sequence (P42574 whole entry D9A/D28A/D175A): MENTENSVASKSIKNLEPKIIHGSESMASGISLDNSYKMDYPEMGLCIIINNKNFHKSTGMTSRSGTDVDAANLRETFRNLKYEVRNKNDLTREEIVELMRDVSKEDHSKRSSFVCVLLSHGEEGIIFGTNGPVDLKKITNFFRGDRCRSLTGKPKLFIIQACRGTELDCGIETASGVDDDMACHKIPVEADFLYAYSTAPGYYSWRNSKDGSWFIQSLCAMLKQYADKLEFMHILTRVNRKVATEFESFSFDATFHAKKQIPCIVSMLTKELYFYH
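Test system: Procaspase-3 D3A mutant, all three cleavage aspartates alanine | Dosing: Single dose, 8.5 µM nominal compound, 0.8% DMSO | Schedule: 1 h preincubation, 2 h reaction | Technique: 405 nm absorbance of p-nitroaniline, reads at 0 and 120 min | Repeats: One well per compound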
GASC-1 inh – human JMJD2C demethylase inhibition. Q9H3R0. GST-JMJD2C(1-420) H3K9me3 demethylation, DELFIA europium. inhibition, % at 2.35 µM. 330,000 compounds, 0.069% hits. AID 2099;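 active means more than half of a compound's replicate wells show inhibition beyond 50%, single wells judged on their own value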;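 further: signal counts dimethyl H3K9 product captured on neutravidin plate; 0% = median of DMSO wells and 100% = 0.3 times that DMSO median; strong numbers were not always called active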
Target sequence (Q9H3R0 1-420 limits assumed): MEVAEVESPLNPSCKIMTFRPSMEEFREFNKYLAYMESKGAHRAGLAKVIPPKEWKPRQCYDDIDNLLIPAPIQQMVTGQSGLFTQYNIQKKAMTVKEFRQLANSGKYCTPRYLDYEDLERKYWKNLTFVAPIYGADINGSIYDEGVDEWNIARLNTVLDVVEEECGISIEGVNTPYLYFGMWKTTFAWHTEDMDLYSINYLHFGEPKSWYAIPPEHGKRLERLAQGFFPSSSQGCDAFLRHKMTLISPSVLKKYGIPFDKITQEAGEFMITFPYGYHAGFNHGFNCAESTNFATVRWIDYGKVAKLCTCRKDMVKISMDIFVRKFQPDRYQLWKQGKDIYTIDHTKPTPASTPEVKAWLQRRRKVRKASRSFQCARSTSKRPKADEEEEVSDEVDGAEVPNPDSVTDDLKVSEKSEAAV
procasp7 counter – counter-screen: procaspase-7 (human) activation; activation, % at 8.5 µM; AID 463210; 330,000 compounds, 0.093% hits; P55210; recombinant procaspase-7, Ac-DEVD-pNA absorbance 405 nm; D23A/D198A/D206A triple mutant, cannot self-cleave; scale: DMSO 0, 5 µM enzyme 100;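 active means percent activation above the screen-wide mean plus 3 SD, cut at about 25% in these data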
Target sequence (P55210 whole entry D23A/D198A/D206A): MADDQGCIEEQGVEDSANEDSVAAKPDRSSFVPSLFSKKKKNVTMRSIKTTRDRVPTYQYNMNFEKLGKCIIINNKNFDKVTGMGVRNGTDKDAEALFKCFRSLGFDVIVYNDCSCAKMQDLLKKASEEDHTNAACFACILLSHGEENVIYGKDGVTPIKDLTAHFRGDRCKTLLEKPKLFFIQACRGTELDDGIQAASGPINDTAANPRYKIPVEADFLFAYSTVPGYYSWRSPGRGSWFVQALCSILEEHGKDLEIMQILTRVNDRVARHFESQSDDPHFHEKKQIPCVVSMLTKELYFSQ
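Replicates: singlicate. Assay system: Procaspase-7 triple mutant (PC-7 D3A). Signal: 405 nm absorbance of p-nitroaniline. Times: 1 h preincubation, 2 h reaction. Buffer or medium: Zinc-free HEPES pH 7.4 with 300 mM NaCl, 0.01% Triton X-100. Also added: DEVD-pNA substrate. Benchmarks: DMSO wells as 0%, DMSO with 5 µM added PC-7 as 100%.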
AHR activator – human AHR activation | AHR-responsive luciferase reporter cells, luminescence | AID 2796 | activation, % at 5 µM | 320,000 compounds, 2.5% hits; in the data active means activation above about 47%;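 further: 0% = vehicle wells and 100% = reference agonist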
LAP4 TOR yeast – alters LAP4-GFP fluorescence in TOR pathway yeast screen; GFP response vs DMSO, % at 10 µM; 320,000 compounds, 0.34% hits; S. cerevisiae LAP4-GFP multiplex, flow cytometry GFP, 3 h; median GFP as percent of DMSO wells; AID 2023;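 active means GFP response vs DMSO above a set limit, about the screen mean plus 3 SD, cut at about 150% in these data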
MEP2 TOR yeast – modulators of TOR pathway MEP2-GFP in S. cerevisiae; S. cerevisiae MEP2-GFP strain, flow cytometry GFP, 3 h; 100% = DMSO control level; GFP response vs DMSO, % at 10 µM; AID 2016; 330,000 compounds, 0.51% hits;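 active means GFP response versus DMSO above a set limit, roughly screen mean plus 3 SD, cut at about 180% in these data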;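 further: median GFP fluorescence of the barcode-gated MEP2-GFP cells per well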
RPL19A-GFP yeast – yeast TOR pathway RPL19A-GFP modulation. S. cerevisiae RPL19A-GFP strain, flow cytometry, 3 h; active compounds read low. percent response vs DMSO, % at 10 µM. 330,000 compounds, 0.3% hits;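 active means percent response vs DMSO below 50%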;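 further: median channel GFP fluorescence of the barcoded RPL19A-GFP strain; ratio of sample median GFP to plate DMSO average so 100% = DMSO; lower means less RPL19A-GFP as with rapamycin TOR inhibition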
An asterisk follows results filed as active; / = no result given; & = joins results of further samples. This is a random part of the collection, and some 3.8% of all compounds hit somewhere here.

molecule | CR mimetic SO | procasp3 activ | GASC-1 inh | procasp7 counter | AHR activator | LAP4 TOR yeast | MEP2 TOR yeast | RPL19A-GFP yeast
CCOC(=O)C1(Cc2ccccc2C(F)(F)F)CCN(C(=O)c2cc(C(C)=O)n[nH]2)CC1 | 88 | 10 | 4 | -5 | 5 | 87 | 100 | 100
COc1cccc(C(C(=O)NC2CCCC2)N(C(=O)CNC(=O)c2ccco2)c2cccnc2)c1 (stereo unspecified) | 113 | -7 | -5 | -5 | -1 | 94 | 107 | 105
COc1cc(NS(=O)(=O)c2c(C(=O)N3CCOCC3)c(C)n(C)c2C)cc(OC)c1OC | 92 | 5 | 34 | -1 | 1 | 90 | 93 | 97
C=CCS(=O)(=O)N1CCCC(N2CCN(c3ccccc3OC)CC2)C1 (stereo unspecified) | 98 | 5 | -18 | -7 | 3 | 97 | 110 | 100
Cc1ccc(C(C)C)c(OC/C(O)=C(\C#N)c2nc3ccccc3[nH]2)c1 | 106 | -4 | 7 | 8 | 18 | 107 | 101 | 104
O=C(Cn1c(=O)cnc2ccccc21)NNC(=O)c1ccc(Cl)cc1 | 110 | -1 | 4 | 0 | 15 | 106 | 98 | 95
O=C(NNS(=O)(=O)c1ccccc1)c1cc2cc3ccccc3nc2s1 | 89 | -1 | -2 | 7 | 36 | 95 | 98 | 93
COc1ccc(/C=N/NC(=O)c2c([N+](=O)[O-])c(C)nn2C)cc1 | 93 | -4 | 4 | -12 | 4 | 99 | 105 | 104
CCOc1ccc(C(=O)N2CCN(c3ccccn3)CC2)cc1OCC | 111 | -5 | -14 | 12 | -3 | 93 | 96 | 101
O=C(CCn1cnnn1)N1CCCC(Nc2ccc(F)c(F)c2)C1 (stereo unspecified) | 103 | 7 | 10 | 3 | 0 | 98 | 97 | 97
O=C(CSc1nnc(CNc2ccccc2)o1)N1CCN(C(=O)c2ccco2)CC1 | 94 | -3 | 13 | -2 | 1 | 97 | 93 | 90
COC(CNC(=O)C(=O)NCC1OCCN1C(=O)c1ccc(Cl)cc1)OC (stereo unspecified) | 93 | 2 | 49 | 7 | 5 | 97 | 99 | 102
COCCCn1c(=O)c2sccc2n(Cc2cc(C(=O)OC)ccc2OC)c1=O | 104 | 3 | 2 | 10 | -1 | 79 | 91 | 94
S=c1[nH]c2ccccc2n2c(=S)[nH]nc12 | 104 | -11 | 0 | -17 | 12 | 94 | 102 | 102
COc1ccc(-c2nc(N)ncc2-c2ccccc2OC)c(O)c1 | 102 | 8 | 0 | 12 | 5 | / | 96 | 86
CN(C)c1ccc(N2C(=NC(=O)c3ccccc3)SC3CS(=O)(=O)CC32)cc1 (stereo unspecified) | 107 | 11 | 7 | 5 | 0 | 93 | 97 | 94
NC(=O)CCn1c(=O)oc2ccccc21 | 106 | 7 | 8 | 4 | 1 | 99 | 102 | 99
O=C(CCCN1C(=O)c2ccccc2C1=O)OC1CSCC1NC(=O)c1ccccc1 (stereo unspecified) | 107 | 4 | 2 | -1 | 1 | 115 | 111 | 105
CCCCCN=C(C)c1c(O)c2ccccc2oc1=O | 103 | 5 | -10 | 5 | 15 | 96 | 105 | 100
COc1ccc(N2C(=O)/C(=C/c3ccc([N+](=O)[O-])cc3)N=C2C)c(OC)c1 | 99 | 2 | -9 | 0 | 0 | 97 | 93 | 94
COc1cccc(/C=C2/C(=O)NN(c3ccc(C)c(C)c3)C2=O)c1 | 99 | 6 | 9 | 2 | 6 | 74 | 86 | 88
O=C(COc1coc(CN2CCN(c3ccccc3F)CC2)cc1=O)NCC1CCCO1 (stereo unspecified) | 86 | 2 | -9 | 1 | -1 | 111 | 93 | 95
CN(CC(=O)NC1CCCCCC1)S(=O)(=O)c1ccc2c(c1)n(C)c(=O)c(=O)n2C | 108 | 7 | 2 | 8 | 0 | 97 | 106 | 100
CCCN(CC1CC1)C(=O)CSc1ncnc2sc(C)c(C)c12 | 111 | 2 | 1 | -13 | 11 | 97 | 92 | 91
O=C(NNC(=O)c1cc(-c2ccco2)nc2ccccc12)c1ccccc1 | 120 | -28 | 17 | -45 | 15 | 103 | 101 | 103
O=C(NCc1ccco1)c1cc(C(=O)C2CCCCC2)c[nH]1 | 82 | 0 | 21 | -8 | 0 | 99 | 101 | 100
CS(=O)(=O)N1CCc2cc(S(=O)(=O)Nc3ccc4c(c3)OCCO4)ccc21 | 101 | 1 | 12&-14 | -2 | 0 | 78 | 94 | 115
O=C(NC1CCCC1)C(c1ccncc1)N(Cc1ccccc1)C(=O)c1ccc(-c2ccccc2)[nH]1 (stereo unspecified) | 104 | -1 | 4 | -10 | 7 | 89 | 92 | 100
CCN(CC(=O)Nc1c(F)cccc1F)C(=O)c1ccc(-c2ccc(C(C)=O)cc2)o1 | 109 | -15 | 2 | -4 | 3 | 101 | 102 | 97
CCOc1ccccc1Nc1ccc(C(=O)O)cc1[N+](=O)[O-] | 105 | -5 | -7 | 8 | 4 | 108 | 106 | 117
COc1ccc(CN2CCN(C(=O)c3ccc4c(c3)CCC4)CC2)cc1OC | 97 | -4 | 3 | -12 | 6 | 98 | 91 | 92
COc1cccc(C(=O)/C=C/Nc2ccc(S(=O)(=O)Nc3nc(C)cc(C)n3)cc2)c1 | 96 | -13 | 9 | -9 | 13 | 109 | 99 | 98
O=c1[nH]c2ccccc2nc1/C=C(\O)c1cccs1 | 90 | -5 | 2 | -5 | 48* | 111 | 115 | 104
Cc1ccc(CNC(=O)c2ccc3c(c2)S(=O)(=O)c2ccccc2C3=O)cc1 | 102 | 4 | -7 | -5 | 1 | 98 | 99 | 103
CCC(=O)N1CCc2cc(S(=O)(=O)NCCC(=O)NCc3ccccc3OC)ccc21 | 85 | 6 | -26 | 11 | 1 | 111 | 105 | 103
O=C(Oc1ccnc2cc(Cl)ccc12)N1CCOCC1 | 103 | -4 | -6 | 11 | 3 | 99 | 108 | 101
CCn1c(CNC(=O)c2cccs2)nnc1SCC(=O)Nc1ccc(Cl)cc1 | 103 | -5 | -9 | 6 | -1 | 101 | 97 | 97
O=C(c1cccnc1)N(Cc1ccccc1)c1ccccc1 | 116 | -2 | 4 | 15 | -2 | 93 | 100 | 99
C[C@H]1CN=C(Nc2ccccc2)N1CCc1ccc(F)cc1 | 99 | -2 | 16 | 2 | -4 | 103 | 100 | 99
COc1ccc([N+](=O)[O-])cc1NC(=O)C1(c2ccccc2)CCOCC1 | 99 | 7 | 9 | 4 | 1 | 101 | 102 | 101
COc1ccc(CCNC(=O)c2cc(-c3ccco3)nc3ccccc23)cc1 | 106 | -11 | -3 | -24 | 20 | 111 | 106 | 96
Cn1c(C(=O)NCCCN2CCCCC2)cc2sccc21 | 103 | -8 | -6 | 5 | -3 | 92 | 106 | 89
Cc1cccc(C(=O)Nc2ccc(C(=O)N/N=C/c3cccnc3)cc2)c1 | 90 | 0 | -2 | -1 | 1 | 87 | 86 | 84
COc1cc(OC)cc(-c2c(-c3ccc(F)cc3)c3cc(-c4ccc5[nH]ccc5c4)ccc3n2C)c1 | 114 | 1 | 9 | 9 | -2 | 92 | 94 | 94
CC(=O)NCCc1nc2ccccc2n1CCCCOc1ccccc1 | 118 | / | 2 | / | / | 98 | 105 | 109

Three entries from above, as labelled records.
SMILES: O=c1[nH]c2ccccc2nc1/C=C(\O)c1cccs1
  CR mimetic SO: 90
  procasp3 activ: -5
  GASC-1 inh: 2
  procasp7 counter: -5
  AHR activator: 48*
  LAP4 TOR yeast: 111
  MEP2 TOR yeast: 115
  RPL19A-GFP yeast: 104
SMILES: CC(=O)NCCc1nc2ccccc2n1CCCCOc1ccccc1
  CR mimetic SO: 118
  procasp3 activ: /
  GASC-1 inh: 2
  procasp7 counter: /
  AHR activator: /
  LAP4 TOR yeast: 98
  MEP2 TOR yeast: 105
  RPL19A-GFP yeast: 109
SMILES: CCC(=O)N1CCc2cc(S(=O)(=O)NCCC(=O)NCc3ccccc3OC)ccc21
  CR mimetic SO: 85
  procasp3 activ: 6
  GASC-1 inh: -26
  procasp7 counter: 11
  AHR activator: 1
  LAP4 TOR yeast: 111
  MEP2 TOR yeast: 105
  RPL19A-GFP yeast: 103

Further entries follow:
molecule | CR mimetic SO | procasp3 activ | GASC-1 inh | procasp7 counter | AHR activator | LAP4 TOR yeast | MEP2 TOR yeast | RPL19A-GFP yeast
CCOC(=O)Oc1ccc(/C=C2\N=C(C)OC2=O)cc1 | 85 | -2 | -30 | 9 | 2 | 138 | 93 | 98
CN(C(=O)c1cc([N+](=O)[O-])ccc1NCc1cccnc1)c1ccccc1 | 91 | -2 | 13 | 4 | 80* | 99 | 99 | 103
CCCOc1ccc(-c2c(C(=O)N/N=C/c3ccc(OC)cc3)nnn2-c2nonc2N)cc1 | 95 | 0 | 7 | 10 | 2 | 89 | 107 | 107
COc1ccc(-c2nc(CS(=O)CC(=O)NCc3ccccc3)c(C)o2)cc1OC (stereo unspecified) | 103 | -1 | 6 | 3 | 3 | 89 | 91 | 101
O=C1C(=O)N(CCCN2CCOCC2)C(c2ccc(Cl)cc2)/C1=C(\O)c1ccc2c(c1)OCCO2 (stereo unspecified) | 72 | 4 | 3 | -15 | 5 | 102 | 101 | 99
COc1cccc2[nH]c(C(=O)NCc3ccccc3)cc12 | 94 | 2 | 1 | -9 | 19 | 119 | 101 | 98
Cc1cccc(C#N)c1NC1=CC(=O)CC(C)(C)C1 | 95 | 5 | -10 | 4 | 1 | 99 | 102 | 101
COC(=O)c1ccc(N(CC(=O)NC2CCCC2)C(=O)c2ccc(C)s2)cc1 | 100 | 2 | 11 | -10 | -2 | 103 | 106 | 98
CCCCc1nc2ccccc2c(NC(=O)CN2CCN(C)CC2)c1CCC | 94 | 4 | 1 | 1 | 1 | 92 | 106 | 102
O=S1(=O)NC(=NCCc2ccccn2)c2ccccc21 | 104 | 4 | -2 | 8 | 1 | 100 | 100 | 96
C/C(=N\Nc1ccc(S(=O)(=O)N2CCOCC2)cc1[N+](=O)[O-])C(C)C | 97 | 1 | 8 | -1 | 0 | 115 | 107 | 106
Cc1ccc(C(=O)Nc2cc(=O)n(C)c(=O)n2C)cc1C | 99 | 7 | -5 | -13 | 40 | 106 | 105 | 96
Cc1oc2cc3oc(=O)c(CCC(=O)NC4CC4)c(C)c3cc2c1C | 119 | 9 | -3 | -2 | -1 | 92 | 100 | 99
COc1ccccc1/C=C/C=N/NC(=O)c1ccc2nc[nH]c2c1 | 102 | -1 | 0 | 9 | 12 | 103 | 92 | 98
C1=C[C@@H]2CCN(Cc3ccccc3)Cc3cccc(c32)C1 | 134 | 4 | 9 | 15 | 9 | 101 | 93 | 96
CCN(CC)S(=O)(=O)c1ccc(S(=O)(=O)NCc2cccs2)cc1 | 99 | -2 | 0 | 3 | -1 | 92 | 103 | 100
COc1ccc(C2/C=C\CN(S(=O)(=O)/C=C/c3ccccc3)CC(=O)N2Cc2ccc(F)cc2)cc1 (stereo unspecified) | 89 | -2 | -2 | -12 | 5 | 94 | 101 | 96
CN(C)c1cccc(C(=O)NNC(=O)CN2C(=O)C3CC=CCC3C2=O)c1 (stereo unspecified) | 81 | 8 | 2 | 1 | 8 | 99 | 110 | 103

High-throughput results as filed in PubChem BioAssay.
